Screening data: PubChem BioAssay, National Center for Advancing Translational Sciences (NCATS)
GLS inh – glutaminase GLS (human) inhibition | AID 624170 | 410,000 tested, 0.21% active | Potency, µM (top dose mostly 45.5 µM), for inactives: at the highest dose activity change, negative = inhibition, actives largely listed as inhibitors | GLS enzymatic activity, qHTS titration | O94925; note: potency is the fitted concentration of half-maximal effect; % is set by controls: 0 for no effect and ±100 for the full control effect
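hKGA in 45 mM KH2PO4 (pH 8.2), 0.02% Tween-20 with compound, then 1mM L-Glutamine (stock as added) plus glutamate oxidase/HRP/Amplex red coupling mix. Fluorescence read initially and after 30 min at RT; signal change reflects glutamate formation.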
PI4K2A inh – blocks human PI4K2A kinase activity. AID 1346378. 420,000 tested, 0.13% active. activity change, negative = inhibition, % at 76.9 µM. purified PI4K2A, ADP-Glo luminescence, 1 h; stronger effect = lower value; in the data active = activity change below about -50%; inconclusive = mostly about -30% to -49%;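 note: -100% = wells without enzyme as full effect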
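ADP-Glo luminescence measured ADP generated by PI4K2A enzyme (4 ug/mL before mixing) with 1.2 mM PI substrate (pre-mix) and 300 microM ATP (pre-mix). Tris pH7.5 buffer with MgCl2, Triton X-100; 1 h reaction at ambient temperature.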
JMJD2A Tudor inh – blocks the human JMJD2A Tudor domain. AlphaScreen JMJD2A-Tudor / H3K4me3 peptide binding. Potency, µM (highest dose often 114 µM), inactives show top-dose activity change, negative = inhibition, most hits filed as inhibitors. 390,000 tested, 4.4% active. O75164; note: potency is the fitted concentration of half-maximal effect; % is set by controls: 0 for no effect and ±100 for the full control effect; nearly all actives have a fitted effect of over 50% in size
HP1b chromo inh – HP1-beta chromodomain-methylated histone interaction inhibition; P83916; AlphaScreen HP1-beta / biotin-H3K9me3 peptide binding; Potency, µM (doses to about 114 µM), inactives show at the highest dose activity change, negative = inhibition, most hits filed as inhibitors; 390,000 tested, 0.56% active; note: potency is the fitted concentration of half-maximal effect; nearly all actives have a fitted effect of over 70% in size; inactives centre near 23
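AlphaScreen: HP1-beta (50 nM) preformed 30 min with biotin-H3(1-18)K9me3 peptide (50 nM) in PBS pH 7.4, 0.01% Tween-20. Compound added for 30 min at RT, then streptavidin donor/nickel chelate acceptor beads (10 ug/mL) for 30 min.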
Tb PGK inh – T. brucei PGK inhibition; P07378; PGK/GAPDH coupled, Kinase-Glo luminescence, 60 min; Potency, µM (top dose mostly 57.5 µM), inactives show at the top dose activity change, negative = inhibition, actives largely listed as inhibitors; 380,000 tested, 0.043% active; AID 602233; note: potency is the fitted concentration of half-maximal effect; % is set by controls: 0 for no effect and ±100 for the full control effect; nearly all actives have a fitted effect of over 60% in size
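Recombinant glycosomal PGK reaction used 1,3-bisphosphoglycerate generated in-well by GAPDH (100nM final) in 100mM TEA pH 7.6, 5mM MgCl2, 0.01% Tween-20. After 60 minutes at room temperature, ATP was read by Kinase-Glo Plus luminescence end-point.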
BAZ2B inh – blocks human BAZ2B; Q9UIF8; AlphaScreen BAZ2B-H3K14Ac peptide displacement; Potency, µM (top dose mostly 114 µM), for the others: top-dose activity change, negative = inhibition, most hits filed as inhibitors; 360,000 tested, 4.4% active; AID 504333; note: potency is the fitted concentration of half-maximal effect; % is set by controls: 0 for no effect and ±100 for the full control effect; nearly all actives have a fitted effect of over 60% in size
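BAZ2B 50 nM plus b-H3(5-23)K14Ac 50 nM, PBS pH 7.4/0.01% Tween-20, 30 min RT; compound added (max 110 uM), 30 min RT; streptavidin donor/Ni-chelate acceptor beads 10 ug/mL final, 20 min dark; AlphaScreen read.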
POLH inh – DNA polymerase eta (human) inhibition; recombinant Pol eta, fluorescent DNA replication assay; Potency, µM (highest dose often 114 µM), for the others: at the top dose activity change, negative = inhibition, most hits filed as inhibitors; 390,000 tested, 1.2% active; AID 588591; note: potency is the fitted concentration of half-maximal effect; % is set by controls: 0 for no effect and ±100 for the full control effect
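Pol eta (10 nM) was preincubated with compounds for 15 min at room temperature, after which fluorescent replication substrate (50 nM final) was added to start the reaction. Fluorescence was read kinetically at 0 and 10 min.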
G9a inh – inhibitors of human histone lysine methyltransferase G9a; 350,000 tested, 8.8% active; Potency, µM (titrated, usually from 102 µM), inactives show at the top dose activity, negative = inhibition, usual class: inhibitors; AID 504332; Q96KQ7; G9a H3K9 monomethylation, AlphaScreen, 2 h; note: potency is the fitted concentration of half-maximal effect; % is set by controls: 0 for no effect and ±100 for the full control effect; nearly all actives have a fitted effect of over 75% in size
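G9a (20 nM) preincubated 15 min RT with compounds, then 500 nM biotinylated H3K9 peptide and 20 uM SAM added; 2 h RT reaction. Monomethyl-H3K9 product detected by AlphaScreen with anti-H3K9me1 antibody, streptavidin donor and anti-rabbit IgG acceptor beads.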
Pin1 inh – inhibitors of human Pin1; Q13526; Pin1 FP peptide displacement, HiFluor488, 10 min; Potency, µM (titrated, usually from 115 µM), for the others: at the highest dose activity, negative = inhibition, hits mostly inhibitors; 390,000 tested, 0.009% active; active = well fitted inhibition curve with a large enough effect in the polarisation, with a control signal flat, not every such curve was filed as active; inconclusive = small, poorly fitted or top-dose-only effect, or effect the other way, or a change in a side signal; inactive = no such curve, though single readings can be large or run the other way; the % refers to the polarisation; note: potency is the fitted concentration of half-maximal effect; % is set by controls: 0 for no effect and ±100 for the full control effect
An asterisk follows results filed as active; i = inactive; ? = inconclusive; / = not tested or not shown; & = joins results of further samples; [ ] = remark or other dose. Unless noted, calls come from the whole dose curve; as a rule, active = well fitted curve in the direction sought with a large enough effect; inconclusive = small, poorly fitted or top-dose-only effect, or another doubt; inactive = no such curve, though single readings can be large; an effect the other way counts as inactive or inconclusive. This is a subset; the hit share may differ from the screen's.

cpd	structure	GLS inh	PI4K2A inh	JMJD2A Tudor inh	HP1b chromo inh	Tb PGK inh	BAZ2B inh	POLH inh	G9a inh	Pin1 inh
1	COc1cc(C2CC(=O)Nc3c2c(C)nn3-c2nncc(-c3ccccc3)n2)cc(OC)c1OC (centres undefined)	-3%	-6	-30%	19%	/	-14%	/	-11%[59 µM]	9%
2	CNC(=O)c1c(NC(=O)c2cccc(N3C(=O)CCC3=O)c2)sc2c1CCC2	7%	-6	5%	31%[activator]	-12%	4%	-17%	/	0%
3	CCN1CCN(c2ccc(S(=O)(=O)N3CCCCC3)cc2NC(=O)C(C)Oc2ccc(F)cc2)CC1 (centres undefined)	7%	2	?	-14%	4%	?	-26%	?	-2%
4	CCc1nnc(NC(=O)CCS(=O)(=O)c2ccc(C)cc2)s1	11%	0	-5%	9%	7%	-4%	-8%	2%	-2%
5	CC(=O)c1ccccc1OC(=O)c1ccc([N+](=O)[O-])o1	15%	1	-5%	48%[activator]	-1%	-15%	-15%	?	-8%
6	COc1ccccc1C(c1nnnn1CS(=O)(=O)c1ccc(C)cc1)N1CCSCC1 (centres undefined)	0%	0	-30%	11%	/	?	-10%	-39%	-3%
7	Cc1cccc(NC(=S)N(C)C2(c3ccccc3Cl)CCCCC2=O)c1 (centres undefined)	3%	0	-13%	23%	1%	-22%	-22%	-45%[12.7 µM]	3%
8	CCc1cc(C(=O)N2CCc3c([nH]c4ccccc34)C2c2ccc(OC)cc2F)no1 (centres undefined)	0%	-1	-28%[11.4 µM]	?	-8%	0%	-18%	20%	17%
9	C(#Cc1ccccc1)CN1CCCCC1	-3%	-2	-12%	7%	-10%	-3%	-18%	19%[0.501 µM]	-9%
10	COC(=O)c1cc(S(=O)(=O)N2CCN(c3ccc([N+](=O)[O-])cc3)CC2)c[nH]1	7%	-3	23%	25%	-8%	?	-20%	10%	5%
11	CCCNS(=O)(=O)c1ccc(CCC(=O)NCCc2ccc(OC)c(OC)c2)cc1	-4%	-18	-29%	?	0%	3%	-19%	5%	-12%
12	CC(OC(=O)c1ccc([N+](=O)[O-])o1)C(=O)NC1CCCCC1C (centres undefined)	-24%	-6	-7%	21%	-4%	-5%	?	-5%[12.7 µM]	-11%
13	CCOC(=O)C1(Cc2ccc(OC)cc2)CCN(C(=O)c2cncs2)CC1	16%	4	2%	27%	i	-1%	-17%	/	-4%
14	CCOC(=O)c1c(CSc2ccccc2)n(C)c2ccc(O)c(CN3CCOCC3)c12	-7%	6	-34%	8%	-8%	35µM*	-16%	40µM*	-2%
15	O=C(CCC1CCN(Cc2ccc(Cl)cc2)CC1)NC1CC1	5%	-5	-19%	9%	-4%	-15%	1%	-37%	0%
16	FC(F)(F)c1ccccc1NC(=S)Nc1ccccc1	23%	3	-1%	38%	1%	-2%	8%	50µM*	-1%
17	Cc1ccc(Cl)cc1N1CCN(C(=O)C(C)n2ncn3cccc3c2=O)CC1 (centres undefined)	1%&0%	-9&1	-19%&-19%	25%&16%	8%&0%	-7%&-2%	-12%&-22%	25%	-2%&3%
18	COc1cc2c(cc1OC)C(C)N(C(=O)C1COc3ccccc3O1)CC2 (centres undefined)	-2%	-1	-23%	18%	-5%	-4%	-13%	-6%[12.7 µM]	2%
19	CC(OC(=O)c1ccc(-n2cnnn2)cc1)C(=O)NCc1ccccc1 (centres undefined)	9%	0	3%	24%	3%	9%	-19%	-1%	-1%
20	COc1ccc(S(=O)(=O)N2CCOCC2)cc1N(C)S(=O)(=O)c1ccc(C)cc1	-4%	-3	-11%	27%	-4%	1%	-7%	/	-3%
21	CCNc1nc(NCC)nc(SCC(C)=O)n1	-10%	0	1%	47%	-7%	6%	-9%	/	-4%
22	CC1CCCCN1C(=O)COC(=O)c1ccc(N2CCCC2=O)cc1 (centres undefined)	-5%	1	-15%	33%	-3%	/	-3%	/	-5%
23	COc1cccc(Nc2nc(NCCO)c3ccccc3n2)c1	14%	3	-35%	11%	2%	-12%	-3%	?	-7%
24	CC1(C(=O)NCc2cccnc2)CCC(=O)N1CCc1ccccc1 (centres undefined)	1%	0	-11%	58%[activator]	-9%	10%	-5%	?	-1%

Profiles from above:
COc1cccc(Nc2nc(NCCO)c3ccccc3n2)c1 reads GLS inh = 14%; PI4K2A inh = 3; JMJD2A Tudor inh = -35%; HP1b chromo inh = 11%; Tb PGK inh = 2%; BAZ2B inh = -12%; POLH inh = -3%; G9a inh = ?; Pin1 inh = -7%
CC(OC(=O)c1ccc(-n2cnnn2)cc1)C(=O)NCc1ccccc1 (centres undefined) reads GLS inh = 9%; PI4K2A inh = 0; JMJD2A Tudor inh = 3%; HP1b chromo inh = 24%; Tb PGK inh = 3%; BAZ2B inh = 9%; POLH inh = -19%; G9a inh = -1%; Pin1 inh = -1%

Continuation.
cpd	structure	GLS inh	PI4K2A inh	JMJD2A Tudor inh	HP1b chromo inh	Tb PGK inh	BAZ2B inh	POLH inh	G9a inh	Pin1 inh
25	Cc1onc(-c2c(Cl)cccc2Cl)c1C(=O)ONC(=O)c1cc(C(F)(F)F)cc(C(F)(F)F)c1	-9%	-1	-1%	11%	-9%	1%	-8%	/	-3%
26	Cc1cccc2c1c(N=NC(N)=S)c(O)n2C1OC(CO)C(O)C(O)C1O (centres undefined)	10%	-2	-2%	29%	-11%	0%	-3%	35µM*	17%
27	C(=N\Nc1ncnc2nc[nH]c12)/c1cccs1	12%	-3	?	32%	-3%	50µM*	-13%	-27%	1%
28	CCCn1c(NC(=O)c2ccc(C)cc2)nc2ccccc21	50%[activator]	3	-18%[11.4 µM]	-4%	i	-2%	-12%	3%[12.7 µM]	-9%
29	O=C(C1CCC(CNS(=O)(=O)c2ccccc2)CC1)N1CCCCC1 (centres undefined)	0%	1	2%	5%	6%	-2%	-4%	-38%[2.33 µM]	-4%
30	COc1cc(C(=O)OCc2nc3ccsc3c(=O)[nH]2)c([N+](=O)[O-])cc1OC	-10%	-1	-12%	8%	-8%	2%	-10%	-1%	2%
31	CO/N=C/C(C#N)=C/c1cc(C(=O)c2ccc(F)cc2)cn1C	0%	-12	-20%	-5%	-4%	-3%	0%	-6%	-8%
32	O=[N+]([O-])c1ccc(O)c(C2CCCCC2)c1	-4%	-2	-23%	23%	-2%	/	-22%	/	0%
33	COc1cccc(/C=C/C(=O)c2ccc[nH]2)c1	-11%	1	-27%	5%	-12%	?	-10%	-34%	-2%
34	COC(=O)CCC(=O)Nc1nc(-c2ccccc2)cs1	4%	-3	-8%	26%	-5%	/	2%	/	-1%
35	CC(C)(C)N/N=C/c1c(O)n(-c2ccc(Cl)cn2)c(=O)c2ccccc12	-4%	-6	-17%	-3%	4%	-10%	-9%	3.2µM*	0%
36	CN(C)C(=O)NC1c2ccccc2-c2ccccc21	4%	9	2%	35%	i	2%	-14%	5%	-5%
37	COc1ccc(S(=O)(=O)NCCc2csc(-c3ccc(F)cc3)n2)cc1F	-6%	-9	0%	25%[57 µM]	-4%	4%	-22%	0%[59 µM]	0%
38	COc1ccc(OCC(=O)Nc2ccc3c(c2)nc(CCNC(C)=O)n3C)cc1	-2%	2	-11%	-3%	-4%	5%	-16%	-9%	-1%
39	CCCc1ncc(C(O)c2cccc3ccccc23)n1C (centres undefined)	-1%	-5	-16%	11%	i	4%	12%	14%[59 µM]	-6%
40	Cc1nc(NCc2ccco2)nc2c1C(=O)CC(C)C2 (centres undefined)	10%	-7	-16%	29%	-7%	5%	-13%	-1%[12.7 µM]	3%
41	Cc1cccc(NC(=O)COc2cccc3c2CCN(C)C3=O)c1	-3%	1	-12%	31%	i	-31%	-12%	?	0%
42	Cc1c(C(=O)N2CCCCC2)sc(NC(=O)C(C)C)c1C#N	-6%	1	-4%	21%	-7%	-2%	1%	6%	-2%
43	COc1ccc(N(C)C(=O)c2cc3c(s2)-c2ccccc2OC3)c(OC)c1	5%	-1	?	1%	4%	?	-15%	-3%	?
44	Cc1ccc(NC(=O)CN2C(=O)CN(C)C2=O)cc1S(=O)(=O)N1CCCCC1	7%	3	-14%	9%	-6%	-38%	-18%	-2%[59 µM]	-7%
45	COC(=O)C1CCN(C(c2cccs2)c2sc3nc(C)nn3c2O)CC1 (centres undefined)	-10%	-3	-9%	54%[activator]	i	2%	-7%	?	6%
46	Cc1ccccc1CN1C(=O)Nc2ccccc2C(=O)N1C(C)(C)C	-1%	3	-3%	25%	-3%	-3%	5%	-28%[2.33 µM]	6%
47	Cc1ccc(NC(=O)Cn2nc(-c3ccc(Cl)cc3)c3ccccc3c2=O)cc1	0%	7	-10%	33%	/	1%	/	4%[59 µM]	3%
48	Cc1cccc(NC(=O)c2cccc(NC(=O)Cc3cccs3)c2)c1	0%	0	-23%	-3%	-9%	0%	-23%	4%	?
49	CN(Cc1ccccc1)C(=O)CCSc1nc(-c2ccc3c(c2)OCO3)cc(C(F)(F)F)n1	-11%	4	25%	64%[activator]	i	16%	-16%	0%[59 µM]	-1%
50	CN1CCc2c(sc3nc(SCC(N)=O)n(-c4ccccc4)c(=O)c23)C1	-14%	-5	-20%	2%	-2%	-30%	?	?	?
51	Cc1ccc(NC(=O)c2ccc(=O)[nH]n2)cc1S(=O)(=O)Nc1ccccc1Cl	0%	-20	-10%	35%	i	-8%	-17%	4%[12.7 µM]	18%
52	Cc1ccc(NC(=O)C2CCN(S(=O)(=O)c3ccc4c(c3)CCCC(=O)N4)CC2)c(Br)c1	-11%&2%	0&-1	-7%&-7%	75%&27%[activator]	0%&9%	0%&1%	-2%&-5%	23%	16%&5%
53	COc1cc(CCC(=O)NCc2ccc(Cl)cc2)cc(OC)c1OC	-20%	-1	-14%	25%	i	3%	-3%	21%	-1%
